STK33 kinase inh – human STK33 kinase inhibition. inhibition, % at 10 µM. actives 0.073% (n = 320,000). Q9BYT3. purified STK33, MBP phosphorylation, ADP-Glo luminescence;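 active = inhibition at or above 25%, using the most active replicate where run in duplicate; inactive = inhibition below 25%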
Target sequence (Q9BYT3 whole entry, looked up): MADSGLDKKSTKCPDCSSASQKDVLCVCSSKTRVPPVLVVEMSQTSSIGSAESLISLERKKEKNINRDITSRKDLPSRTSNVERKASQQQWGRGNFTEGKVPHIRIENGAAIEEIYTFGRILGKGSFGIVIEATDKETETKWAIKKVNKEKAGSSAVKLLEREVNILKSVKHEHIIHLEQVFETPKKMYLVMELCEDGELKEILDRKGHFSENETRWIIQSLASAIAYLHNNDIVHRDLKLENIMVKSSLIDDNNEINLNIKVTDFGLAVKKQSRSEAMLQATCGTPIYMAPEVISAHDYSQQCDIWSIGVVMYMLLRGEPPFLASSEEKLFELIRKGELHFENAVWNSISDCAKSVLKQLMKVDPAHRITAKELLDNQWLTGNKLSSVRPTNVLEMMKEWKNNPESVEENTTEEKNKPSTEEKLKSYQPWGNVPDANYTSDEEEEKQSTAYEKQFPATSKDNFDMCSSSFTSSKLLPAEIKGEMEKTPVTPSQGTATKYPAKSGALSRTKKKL
Kir21 block – Kir2.1 (mouse) channel inhibition | P35561 | HEK293-Kir2.1, FluxOR thallium flux fluorescence; stronger effect = lower value | B-score at 10 µM | actives 0.85% (n = 310,000) | AID 1672;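 active = fluorescence ratio B-score at or below minus 3 SD of library scores, with starting-brightness B-score within 2 SD, cut at about -4.2 in these data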;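 note: channel flux triggered by added potassium and thallium sulfate stimulus; B-score of peak minus minimum fluorescence over baseline after thallium stimulus; more negative B-score means stronger Kir2.1 block with less thallium influx; some compounds called inactive have numbers as strong as hits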
Target sequence (P35561 whole entry, looked up): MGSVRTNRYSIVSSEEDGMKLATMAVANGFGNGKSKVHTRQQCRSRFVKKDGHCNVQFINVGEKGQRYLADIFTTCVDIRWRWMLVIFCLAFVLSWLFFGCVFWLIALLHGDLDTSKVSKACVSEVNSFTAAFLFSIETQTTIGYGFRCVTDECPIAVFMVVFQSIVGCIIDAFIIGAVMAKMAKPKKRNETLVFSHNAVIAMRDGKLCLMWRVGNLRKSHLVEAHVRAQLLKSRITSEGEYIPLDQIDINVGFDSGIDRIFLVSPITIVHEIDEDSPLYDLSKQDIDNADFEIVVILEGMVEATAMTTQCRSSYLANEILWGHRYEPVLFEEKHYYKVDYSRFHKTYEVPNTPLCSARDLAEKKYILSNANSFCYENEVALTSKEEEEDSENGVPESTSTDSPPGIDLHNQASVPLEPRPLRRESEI
The depositor's hits bear a star; · = not tested or not shown.

Molecule	STK33 kinase inh	Kir21 block
O=S(=O)(c1ccc2c(c1)OCCO2)N1CCN(c2nc(-c3cccnc3)nc3ccccc23)CC1	-0.2	0.09
CC(=O)c1cccc(NC(=O)C(C)OC(=O)Cc2n[nH]c(=O)c3ccccc23)c1 (stereo not given)	-2.4	0.02
O=C(CCCN1C(=O)/C(=C/c2cccs2)SC1=S)Nc1ccccc1O	-1.6	-1.9
C[C@@H]1CN([C@H](C)CO)C(=O)c2cccc(NS(=O)(=O)c3ccccc3)c2O[C@H]1CN(C)C	-0.7	·
Nc1ccc(/C=C/C(=O)c2ccco2)cc1	1.5	0.13
COc1cc2nc(CN(C)Cc3nc4ccccc4c(=O)[nH]3)[nH]c(=O)c2cc1OC	0.5	-1.4
Cc1cc(C)c(C)c(S(=O)(=O)N2CCC(C(=O)Nc3ccc(S(=O)(=O)N4CCOCC4)cc3)CC2)c1C	-1.0	0.78
COC(=O)c1cc(NC(=O)CN(c2ccc(OC)cc2)S(=O)(=O)c2ccc(F)cc2)ccc1Cl	·	-0.03
CC1(C)CC(=O)N(c2cc(Cl)ccc2Cl)C(=O)C1	-2.8	1.1
CCN(CC)C(=O)CSc1nc2ccccc2c(=O)n1OC	-0.4	0.43
O=C(CSc1nnc(Nc2ccccc2)s1)NN1C(=O)NC2(CCCCC2)C1=O	-0.3	0.12
COc1ccc(F)cc1S(=O)(=O)N1CCC2(CC1)OCCN2S(=O)(=O)c1ccccc1	·	0.91
CSc1ccccc1NC(=O)CSCc1nc2sc(C)c(C)c2c(=O)[nH]1	0.4	-1
CCc1c(O)nc(SCC(=O)Nc2nc3ccccc3s2)n(-c2ccc(C)cc2)c1=O	-0.2	0.97
COc1ccc(NC(=O)CSc2ccc(-c3cccs3)nn2)c(OC)c1	-0.1	-0.02

Quoted from the listing:
Reading of `COc1ccc(F)cc1S(=O)(=O)N1CCC2(CC1)OCCN2S(=O)(=O)c1ccccc1` under Kir21 block: 0.91
Reading of `O=C(CSc1nnc(Nc2ccccc2)s1)NN1C(=O)NC2(CCCCC2)C1=O` under Kir21 block: 0.12
Reading of `Cc1cc(C)c(C)c(S(=O)(=O)N2CCC(C(=O)Nc3ccc(S(=O)(=O)N4CCOCC4)cc3)CC2)c1C` under STK33 kinase inh: -1.0
Reading of `COc1cc2nc(CN(C)Cc3nc4ccccc4c(=O)[nH]3)[nH]c(=O)c2cc1OC` under STK33 kinase inh: 0.5
Reading of `CC1(C)CC(=O)N(c2cc(Cl)ccc2Cl)C(=O)C1` under STK33 kinase inh: -2.8
Reading of `Nc1ccc(/C=C/C(=O)c2ccco2)cc1` under STK33 kinase inh: 1.5
Reading of `CSc1ccccc1NC(=O)CSCc1nc2sc(C)c(C)c2c(=O)[nH]1` under STK33 kinase inh: 0.4

Next compounds.
Molecule	STK33 kinase inh	Kir21 block
Nc1nc(C23CC4CC(CC(C4)C2)C3)cs1	-1.9	-1.3
CC(C)CCNc1nc(N)c([N+](=O)[O-])c(N2CCCCCC2)n1	-0.8	0.88
CCN(CC(=O)Nc1ccccc1OC)C(=O)CC1CC2CCC1C2 (stereo not given)	-0.6	·
O=C(c1ccco1)N1CCCC(c2nc3c(nnn3Cc3c(Cl)cccc3Cl)c(=O)[nH]2)C1 (stereo not given)	-0.2	-0.86
COc1ccc(-c2c(NC(=O)c3ccco3)n(-c3ccc(C)cc3)nc(C)c2=O)cc1	-1.5	2.2
Cn1ncc(C#N)c1/N=C/N1CCCC1	-0.5	0.9
Nc1nc(CN2CCN(c3ccccc3)CC2)nc(Nc2ccc(Cl)cc2)n1	-2.9	1.1
O=C(NCc1ccccc1F)C1CCCN(S(=O)(=O)N2CCOCC2)C1 (stereo not given)	-0.9	-0.38
Cc1ccc(-c2nnc(SCC(=O)O)n2N)cc1	0.0	1.7
C/C(CCc1ccccc1)=N/NC(=O)C(=O)NCc1ccccc1	1.1	0.14
COc1cc(C)c(S(=O)(=O)NCc2ccc3c(c2)OCO3)cc1C	-0.8	-2.5
COc1cccc(C2C(=O)c3ccccc3C2=O)c1	-0.3	0.24
Cn1c(CSc2nnc(SCc3ccccc3)s2)nc2ccccc21	-1.7	-0.78
CCN(CC)CCOC(=O)c1ccc(NC(=S)NC(=O)/C=C/c2ccco2)cc1	0.5	-0.02
CNC(=O)CSc1n[nH]c(-c2cc(Cl)ccc2OC)n1	0.8	1.1
COc1cc2c(cc1OC)CN(C(=O)c1ccc(-c3ccccc3)cc1)CC2	-0.4	-0.18
CCOC(=O)c1c(NC(=O)C2CCCCC2)sc2c1CCN(C(C)C)C2	0.5	0.37
Cc1[nH][nH]c(=O)c1C(c1ccc2c(c1)OCO2)c1c(C)[nH][nH]c1=O	-1.7	-0.12
Cc1ccc(NC(=O)N2N=C(c3ccc(F)cc3)CC2c2ccc(F)cc2)cc1 (stereo not given)	-1.5	0.19
Cc1ccc2nc(N3C(=O)C(O)=C(C(=O)c4ccc(C)o4)C3c3cccc(O)c3)sc2c1 (stereo not given)	4.9	1
CCOC(=O)COc1ccc(Br)cc1/C=C1\SC(N)=NC1=O	-0.1	-0.67
CCCCn1c(N)c(N(Cc2ccccc2OC)C(=O)CCC(C)C)c(=O)[nH]c1=O	-1.0	-1.5
O=C(CN1C(=O)c2ccccc2S1(=O)=O)NCc1ccccc1Cl	1.0	0.7
O=C1CN(C(=O)CN2C(=O)NC3(CCCCC3)C2=O)c2ccccc2N1	-0.8	0.59
CCOC(=O)c1cnc2c(cnn2C)c1NCCC(O)C(F)(F)F (stereo not given)	0.8	-0.51
CNC(=O)C1C2C=CC3(O2)C1C(=O)N(C1CC1)C3C(=O)NCc1ccc(OC)cc1 (stereo not given)	-1.1	0.39
CN(C(=O)COC(=O)C1CCN(S(=O)(=O)c2c(Cl)cccc2Cl)CC1)C1CCS(=O)(=O)C1 (stereo not given)	·	0.07
O=C1CCC(O)CCN1CCSc1ccccc1 (stereo not given)	-1.6	0.83
O=C(CCS(=O)(=O)c1ccc(Br)cc1)Nc1ccccc1Cl	-0.9	0.15
Cc1c(OCC(N)=O)ccc2c(-c3ccccc3)cc(=O)oc12	-1.1	0.34
Cn1c(NC(=O)c2ccc(Cl)cc2)c(-c2ccccn2)c(=O)c2ccccc21	0.2	1.2
O=C(CSc1cccc[n+]1[O-])NC1CCCCC1	-2.8	·
CCOC(=O)c1csc(NC(=O)COc2ccc(Cl)cc2Cl)n1	-0.6	-0.56
CCOC(=O)C1=C(C)N(c2ccc(C)cc2)C(=O)/C1=C\c1cccs1	0.3	-0.33
CC12CCC(=O)N1C(C(=O)N1CCN(c3ccc(C(F)(F)F)cc3[N+](=O)[O-])CC1)CS2 (stereo not given)	-0.7	0.74
Cc1cc(C)c(C#N)c(SCC(=O)C(C)(C)C)n1	0.1	-1.8
COc1ccc(C2c3c(oc4ccc(Cl)cc4c3=O)C(=O)N2CCN2CCOCC2)cc1 (stereo not given)	-0.9	-0.18
COC(=O)Cc1cc(=O)[nH]c(/N=C(\N)Nc2ccc(C)cc2)n1	2.2	-0.99
O=C(CCNC(=O)c1ccc(Cl)cc1)Nc1ccc(F)cc1F	0.1	0.91
CC(C)c1c(O)nc(SCc2ccccc2)[nH]c1=O	-1.4	·
CCOC(=O)C1C(=O)Oc2ccc3ccccc3c2C1C1CCOC1=O (stereo not given)	-1.0	-0.23
Cc1cccc(NC(=S)NC(C)(C)CC(C)(C)C)c1	-0.6	-3.4
CCCCCc1ccc(-c2ccc(C(=O)O)cc2)nc1	-0.6	·
CC1CCCCC1NC(=O)c1cc(S(=O)(=O)N2CCCCC2)ccc1N1CCOCC1 (stereo not given)	-0.9	·
COC(=O)c1ccc(NC(=O)c2ccccc2N(C)S(=O)(=O)c2ccccc2)cc1	0.7	-1.1
O=C(Nc1nc2cc3c(cc2s1)OCCO3)c1ccco1	5.2	1.6
O=C1OC(NCc2cccnc2)(c2ccc(Cl)cc2)c2ccccc21 (stereo not given)	-1.7	-0.63
CCCCCN1C=CC=C/C1=C\C=C(C#N)C#N	-2.0	0.1
CC(=O)Nc1ccc(NC(=O)c2c(-c3ccccc3)noc2C)cn1	-1.0	0.31
Cc1ccsc1CN(C(=O)c1ccc([N+](=O)[O-])cc1)C1CCS(=O)(=O)C1 (stereo not given)	-2.2	-0.9
CN(C)/C=C/C(=O)c1ccc2noc(-c3ccc(F)cc3)c2c1	3.4	0.45
Cc1ccccc1C(=O)NC(=S)Nc1ccccc1C(F)(F)F	-0.3	-0.7
CCN(CC)CCCCOc1ccccc1OC	0.7	-2.4
Cc1ccc(C)c(-c2nnc(NC(=O)Cc3ccccc3)o2)c1	1.1	0.44
Cc1ccc2c(c1)N(C(=O)CCC(=O)NCCCN(C)Cc1ccccc1)CCO2	-0.3	-1.1
Cc1ncc(CN2CCC(CO)(CCc3ccccc3)CC2)s1	-1.6	0.22
O=C(Nc1cccnc1)Nc1ccc(F)c(Cl)c1	0.0	0.71
Cc1cc(OCC(=O)Nc2ccc3oc(-c4ccncc4)nc3c2)ccc1Cl	0.3	1.5
COc1ccc(S(=O)(=O)n2cnc3ccccc32)cc1	-1.0	-0.58
CCCC(=O)NC(Nc1ccccc1OC)C(Cl)(Cl)Cl (stereo not given)	-1.3	-2.4

Arranged by value in STK33 kinase inh (largest number first): three from the list above
Molecule	STK33 kinase inh	Kir21 block
O=C(Nc1nc2cc3c(cc2s1)OCCO3)c1ccco1	5.2	1.6
CN(C)/C=C/C(=O)c1ccc2noc(-c3ccc(F)cc3)c2c1	3.4	0.45
Cc1ccc(C)c(-c2nnc(NC(=O)Cc3ccccc3)o2)c1	1.1	0.44

The results go on:
Molecule	STK33 kinase inh	Kir21 block
COc1ccc(C(=O)O/N=C(\N)c2ccc(OC)c(OC)c2)c(OC)c1	-3.3	-0.29
CC(C)(C)NC(=S)NCc1cccnc1	-0.3	-0.34
Cc1ccc(Cl)cc1N1CCN(S(=O)(=O)c2ccc3c(c2)OCCO3)CC1	-0.4	0.1
O=C(N/N=C/c1ccc[nH]1)c1cc2ccccc2cc1O	2.3	0.88
CCc1nnc(NC(=O)c2ccc3nc(CC)c(CC)nc3c2)s1	0.4	0.19
O=C(CNC(=O)c1ccccc1)NCCc1ccc(O)c(O)c1	1.0	-0.24
COc1ccc(-c2cnc(N)n2CC2CCCO2)cc1 (stereo not given)	0.7	-1.5
Cn1cnc(S(=O)(=O)N2CCc3ccccc32)c1	-1.0	-1.5
Cc1ccccc1-n1ncc2c1CC(C)(C)CC2NC(=O)CCCN1CCCC1=O (stereo not given)	-0.5	0.5
O=S(=O)(c1ccc(Cl)nc1)N1CCc2ccccc21	-2.2	-1.8
Cc1ccc(C)c(Cn2c3ccccc3c3cnn(CC(=O)NCc4ccccn4)c(=O)c32)c1	0.6	0.02
C#CCOCCOCCOCCNc1nc(N2CCN(C(=O)[C@H](CCCN=C(N)N)n3cc(C(N)[C@@H](C)CC)nn3)CC2)nc(N2CCN(C(=O)[C@H](CCC(=O)O)n3cc([C@@H](N)CCCCN)nn3)CC2)n1 (stereo not given in full)	1.2	·
CN1C(=O)C(C)(C)c2cc(S(=O)(=O)N3CCN(c4ccc(F)cc4)CC3)ccc21	-0.9	0.2
CCC(C)NC(=O)CN(C1CCCCC1)S(C)(=O)=O (stereo not given)	0.2	0.16
C/C(N)=C(/C#N)C(=O)CSc1ncnc2ccccc12	-1.0	-0.86
CCC(C)Nc1nc2c(c(=O)[nH]c(=O)n2C)n1CCOc1ccccc1 (stereo not given)	-0.5	0.38
COc1ccc(/C=C2\C(=O)ON=C2c2ccccc2)cc1	1.1	0.11
Cc1ccc(C(=O)Nc2ccccc2C(=O)NCC2CCCO2)cc1 (stereo not given)	7.6	-0.48
O=C(NCc1cccnc1)c1cccnc1-c1nc2ccccc2s1	0.4	0.51
Cc1cccc(C)c1OCCCCCNCCO	-1.1	0.61
Cc1cc(C(F)(F)F)nc(SCC(=O)Nc2c(C)n(C)n(-c3ccccc3)c2=O)n1	1.2	0.34
Cc1c(Cl)c(=O)n2c(=O)c(Cl)c(C)n12	-1.7	-0.7
CC1(C)CC(=O)C(C=NC2CCCCC2)=C(O)C1	1.6	-0.98
O=C(N1CCOCC1)N1CCC(n2nnc3cc(F)ccc32)CC1	-1.6	-0.15
COC(=O)CCCC1=CC2=C(c3ccccc3)C(=O)C(C)(OC(=O)C3CCCC3)C(=O)C2=CN1CCCCO (stereo not given)	0.4	-0.06
COc1cccc(N2CCN(S(=O)(=O)c3ccc4c(c3)CC(C)N4C(=O)C3CC3)CC2)c1 (stereo not given)	-1.5	-1.6
CCOC(=O)COc1cc2c3c(c(=O)oc2cc1C)CCCC3	-3.0	-0.74
O=C(Nc1ccccc1)C1=C[C@H](c2ccc3c(c2)OCO3)C[C@H](OCc2ccc(CO)cc2)O1	0.4	0.82
Cc1c(C(=O)Nc2ccc(F)cc2)oc2ccc(S(=O)(=O)N3CC(C)CC(C)C3)cc12 (stereo not given)	0.1	0.86
COc1ccccc1-n1cc(-c2ccccc2)c2c(=S)nc[nH]c21	-1.4	2.3
COC(=O)c1ccccc1NC(=O)C1CCCC1	0.0	0.21
CC(Cc1cccs1)NC(=S)Nc1ccc(Cl)c(Cl)c1 (stereo not given)	-1.2	-0.19
Cc1cc(C)c(S(=O)(=O)N2CCC(C(=O)NCc3ccc(Cl)cc3Cl)CC2)c(C)c1	0.3	0.38

Compound activity from PubChem.
